Assay outcomes from PubChem.
CYP2C9 inh = blocks human cytochrome P450 2C9; inhibition, % at 5 µM; CYP2C9 Supersomes, luciferin-H conversion, luminescence; hit rate 20% among 96,000;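 active means blocking of liver enzyme CYP2C9 beyond about 50% at 5 µM, limit read from the data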; further: values of inactives mirror those of a sister screen read the other way
Mac1 fbg enh = enhancers of human CD11b/CD18 binding to fibrinogen | P05107+P11215 | K562 CD11b/CD18 adhesion to fibrinogen, ATPlite luminescence | activation, % at 10 µM | hit rate 0.07% among 93,000 | AID 1499;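 active means 10 µM primary screen giving 50% or more activity, confirmed by 40% or more on retest at that dose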; further: strong numbers were not always called active; reference of the scale not given here
PLAP act = human PLAP activation; purified PLAP enzyme, luminescent substrate read-out; stronger effect = higher value; hit rate 1.2% among 96,000; activation fold at 20 µM; P05187; in the data active means activation fold above about 2
PTK2B oligo ant = Pyk2 (human) oligomerization antagonism; Q14289; Q293 cells, Pyk2 FERM NanoBiT luminescence; stronger effect = lower value; z-score (the deposit names both 25 µM and 10 µM); hit rate 0.83% among 99,000;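 active means Z-score of -3 or lower, scaled per plate to the spread of control and sample wells; inactive means z-score above -3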;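 further: negative z-score means lost luminescence so less FERM oligomerization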
Target sequence (Q14289 whole entry, looked up): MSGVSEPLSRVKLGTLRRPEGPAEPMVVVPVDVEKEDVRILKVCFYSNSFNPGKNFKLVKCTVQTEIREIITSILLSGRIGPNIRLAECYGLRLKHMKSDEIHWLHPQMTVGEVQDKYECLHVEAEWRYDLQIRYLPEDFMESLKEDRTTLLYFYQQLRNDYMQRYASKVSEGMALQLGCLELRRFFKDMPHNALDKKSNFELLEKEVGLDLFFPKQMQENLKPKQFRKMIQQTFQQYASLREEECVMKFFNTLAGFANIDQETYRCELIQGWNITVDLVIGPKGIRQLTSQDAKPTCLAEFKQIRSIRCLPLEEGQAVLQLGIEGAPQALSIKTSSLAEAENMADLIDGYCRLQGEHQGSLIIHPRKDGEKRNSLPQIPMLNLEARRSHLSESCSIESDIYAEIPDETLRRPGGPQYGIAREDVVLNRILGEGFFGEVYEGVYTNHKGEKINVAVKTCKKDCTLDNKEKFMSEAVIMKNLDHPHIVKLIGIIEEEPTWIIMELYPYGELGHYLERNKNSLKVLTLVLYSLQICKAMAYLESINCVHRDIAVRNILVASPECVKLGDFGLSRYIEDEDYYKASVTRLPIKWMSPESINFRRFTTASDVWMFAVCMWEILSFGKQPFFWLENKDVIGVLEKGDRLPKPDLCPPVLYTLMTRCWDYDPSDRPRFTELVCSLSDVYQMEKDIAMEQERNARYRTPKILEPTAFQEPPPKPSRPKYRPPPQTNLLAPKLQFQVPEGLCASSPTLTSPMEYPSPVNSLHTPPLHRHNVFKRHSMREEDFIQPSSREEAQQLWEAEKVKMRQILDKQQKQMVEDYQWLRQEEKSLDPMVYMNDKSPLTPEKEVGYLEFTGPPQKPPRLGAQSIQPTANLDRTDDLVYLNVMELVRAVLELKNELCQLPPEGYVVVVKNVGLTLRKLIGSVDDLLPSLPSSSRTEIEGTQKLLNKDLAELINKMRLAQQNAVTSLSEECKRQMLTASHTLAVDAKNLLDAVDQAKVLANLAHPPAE
CYP2C19 inh = inhibitors of human CYP2C19 | P33261 | hit rate 21% among 96,000 | inhibition, % at 5 µM | CYP2C19 Supersomes, luciferin-H EGE luminescence, 30 min;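 active means CYP2C19 inhibition above a set limit at 5 µM in the primary screen, cut at about 50% in these data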;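 further: plate controls were negative control wells for no effect and 2.5 mM tranylcypromine positive control for full effect; values of inactives mirror those of a sister screen read the other way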
MT1-MMP txn act = MT1-MMP promoter transcription activation; AID 750; hit rate 0.16% among 86,000; activation factor at 10 µM; HT1080 MT1-MMP promoter luciferase reporter, luminescence, overnight; stronger effect = higher value;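 active means activation factor of at least 2 for MT1-MMP transcription at 10 µM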
CYP2C19 activ = increases human CYP2C19 enzyme activity; P33261; recombinant CYP2C19, luciferin-H EGE luminescence; stronger effect = higher value; 0 = fully inhibited enzyme, 1 = untreated enzyme; activation factor at 5 µM; 96,000 tested, under 10 active;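 active means activation factor of at least 2 at 5 µM in the primary screen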;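 further: 0 = wells with 2.5 mM tranylcypromine and 1 = vehicle-only wells; values of inactives mirror those of a sister screen read the other way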
Mac1 fbg inh = blocks human CD11b/CD18 adhesion to fibrinogen. hit rate 0.54% among 93,000. inhibition, % at 10 µM. P05107+P11215. K562 CD11b/CD18 adhesion to fibrinogen, ATPlite luminescence; Mn2+ added to activate the integrin;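 active means primary inhibition of 50% or more at 10 µM, then 40% or more on retest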; further: some results filed as inactive read as strong as hits
CYP2C9 act = increases human cytochrome P450 2C9 activity; P11712; recombinant CYP2C9, luciferin-H conversion, luminescence; stronger effect = higher value; factor 1 = untreated enzyme, 0 = blocked; activation factor at 5 µM; hit rate 1.4% among 96,000; AID 1024;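 active means activation factor of 2 or more for CYP2C9 at a 5 µM dose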;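 further: 0 = sulfaphenazole-blocked wells and 1 = vehicle-only wells; values of inactives mirror those of a sister screen read the other way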
* = called active by the depositor; / = no result given; & = joins results of further samples.

SMILES	CYP2C9 inh	Mac1 fbg enh	PLAP act	PTK2B oligo ant	CYP2C19 inh	MT1-MMP txn act	CYP2C19 activ	Mac1 fbg inh	CYP2C9 act
Cc1cc(Nc2ccccc2)nn1C(=O)c1ccccc1	47	1	0.9	-0.6	35	1.2	0.7	22	0.5
Cc1c(C(=O)OCc2ccccc2)nnn1-c1nonc1N	38	-5	1	0.85	99*	0.9	0	22	0.6
FC(F)(F)c1cc(-c2ccc(Cl)cc2)nc(NCc2cccnc2)n1	46	-3	0.8	-3*	49	1.1	0.5	2	0.5
CCOC(=O)C1=C(C)NC(=O)NC1c1cc(C)sc1C (centres undefined)	0	5	0.9	-1.3	7	1	0.9	-15	1
CCCCC(=O)Nc1ccc(N2CCN(C(=O)CC)CC2)cc1	-9	0	0.9	1.7	-6	1	1.1	-28	1.1
Clc1ccccc1OCc1nc(-c2ccc(Br)o2)no1	58*	3	0.4	/	94*	/	0.1	-2	0.4
Cc1cc(S(=O)(=O)N2CCCCCC2)c(Cl)cc1Cl	-89	0	0.8	-0.11	73*	1.1	0.3	2	1.9
CC(=O)c1c(NCc2ccccc2)nc(=O)n(-c2ccccc2)c1C	3	-5	0.9	-0.22	16	1.1	0.8	-10	1
CCOc1ccc(N2C(=O)CC(N3CCN(C(=O)c4ccco4)CC3)C2=O)cc1 (centres undefined)	8	-4	1.2	1.1	9	1.2	0.9	0	0.9
COc1ccc(O)c(C(=O)CC(=O)c2ccccc2)c1	27	-3	1	/	40	/	0.6	21	0.7

Laid out differently: entries from further up
CYP2C9 inh	Mac1 fbg enh	PLAP act	PTK2B oligo ant	CYP2C19 inh	MT1-MMP txn act	CYP2C19 activ	Mac1 fbg inh	CYP2C9 act	Structure
-9	0	0.9	1.7	-6	1	1.1	-28	1.1	CCCCC(=O)Nc1ccc(N2CCN(C(=O)CC)CC2)cc1
58*	3	0.4	/	94*	/	0.1	-2	0.4	Clc1ccccc1OCc1nc(-c2ccc(Br)o2)no1

Continuation.
SMILES	CYP2C9 inh	Mac1 fbg enh	PLAP act	PTK2B oligo ant	CYP2C19 inh	MT1-MMP txn act	CYP2C19 activ	Mac1 fbg inh	CYP2C9 act
CCCC(=O)NCCc1nc2ccccc2n1CCC	7	-6	1	/	25	1	0.8	-1	0.9
N=c1c(S(=O)(=O)c2ccccc2)cc2c(=O)n3ccccc3nc2n1CC1CCCO1 (centres undefined)	28	-1	1.3	-1.1	3	1.2	1	3	0.7
O=C(NC1CCCCC1)c1cnn2c(C(F)(F)F)cc(-c3ccco3)nc12	24	3	1.2	-0.71	14	1	0.9	-6	0.8
COC(=O)Cn1c(CN2CCC(Cc3ccccc3)CC2)nc2c1c(=O)n(C)c(=O)n2C	14	-5	1.3	0.2	46	1.1	0.5	7	0.9
O=C(O)CSc1nnc(-c2cccs2)n1-c1ccc(Cl)cc1	4	-3	0.8	0.57	2	1.1	1	9	1
CC[n+]1c(/C=C2\C=C(C)CC(C)C2)sc2ccccc21 (centres undefined)	21	-6	0.9	-0.81	13	/	0.9	59*	0.8
CCN1CCN(c2nc(-c3ccncc3)nc3ccccc23)CC1	30	-4	1.1	/	51*	1.1	0.5	1	0.7
COc1ccc(Oc2cn[nH]c2-c2ccc(O)cc2O)cc1	99*	-6	2.2*	-3.5*	100*	1.3	0	19	0
Cc1ccn(C(=O)c2cc3cc(Cl)ccc3oc2=O)n1	-1	-2	0.9	0.63	-5	1.1	1.1	0	1
C=CCCC(=O)Nc1nc(C)c(-c2csc(Nc3ccc(Cl)cc3Cl)n2)s1	38	2	1.1	/	19	/	0.8	-4	0.6
COc1cc(NS(=O)(=O)c2ccc(NC(=O)C34CC5CC(CC(C5)C3)C4)cc2)ncn1	-19	-4	0.8	-0.81	-1	1.1	1	-9	1.2
O=C(Nc1ccc(Cl)cn1)c1ccccc1F	0	-1	0.9	-0.02	5	1.1	1	-1	1
CCc1nc(N)c(C#N)c(-c2ccccc2OC)c1C	-4	0	1	-0.95	70*	1.3	0.3	-1	1
CSC1=C(C#N)C(c2ccccc2Cl)C2=C(N1)c1ccccc1C2=O (centres undefined)	47	/	1.1	-1.2	53*	/	0.5	/	0.5
CC(=O)Oc1ccc2ccccc2c1C(NC(=O)C(C)C)c1cccc([N+](=O)[O-])c1 (centres undefined)	46	-1	1.8	-2.9	23	1.2	0.8	14	0.5
c1ccc(-c2c(-c3ccccc3)n(Cc3ccco3)c3ncnc(NCCCn4ccnc4)c23)cc1	100*	0	90	-2.2	100*	1	0	18	0
CCn1c2ccccc2c2cc(NC(=O)C3CCN(S(=O)(=O)c4cccs4)CC3)ccc21	24	-2	1.4	-1	22	/	0.8	2	0.8
COc1ccc2[nH]c(=O)c(CN(Cc3nnnn3Cc3ccc(F)cc3)CC3CCCO3)cc2c1 (centres undefined)	23	5	1.6	0.99	31	1.2	0.7	-7	0.8
O=C1COc2ccc(C(=O)NCc3ccco3)cc2N1	-15	2	0.9	0.56	-6	1	1.1	3	1.2
O=C(O)CC(c1ccccc1)c1ccccc1	52*	0	1	0.46	-5	1.2	1.1	16	0.5

Of the compounds above, 2 contain a cyano group:
SMILES	CYP2C9 inh	Mac1 fbg enh	PLAP act	PTK2B oligo ant	CYP2C19 inh	MT1-MMP txn act	CYP2C19 activ	Mac1 fbg inh	CYP2C9 act
CCc1nc(N)c(C#N)c(-c2ccccc2OC)c1C	-4	0	1	-0.95	70*	1.3	0.3	-1	1
CSC1=C(C#N)C(c2ccccc2Cl)C2=C(N1)c1ccccc1C2=O (centres undefined)	47	/	1.1	-1.2	53*	/	0.5	/	0.5

The list continues.
SMILES	CYP2C9 inh	Mac1 fbg enh	PLAP act	PTK2B oligo ant	CYP2C19 inh	MT1-MMP txn act	CYP2C19 activ	Mac1 fbg inh	CYP2C9 act
COc1cccc(C2/C(=C(\O)c3ccc4c(c3)OCCO4)C(=O)C(=O)N2CCN(C)C)c1 (centres undefined)	11	-1	1.2	0.32	3	1	1	-5	0.9
C=CCNC(=O)c1cc(=O)c2ccccc2o1	16	-5	1.1	-0.23	9	1.1	0.9	0	0.8
CCC(C)(C(=O)NC1CCCCC1)N(Cc1cccs1)C(=O)Cc1cccs1 (centres undefined)	32	3	1	-2.6	23	1	0.8	-4	0.7
O=C(Nc1ccccc1Oc1ccccc1)C1CC1	48	4	1	-0.4	70*	1.3	0.3	7	0.5
COc1cccc(C2=NOC(C(=O)NCCCn3ccnc3)C2)c1 (centres undefined)	82*	1	1.1	0.74	95*	1.2	0	25	0.2
CC(C)c1nc(SCc2ccccn2)c2c(=O)n(C)c(=O)n(C)c2n1	28	1	1.2	/	1	1.1	1	-8	0.7
CNS(=O)(=O)c1cccc(C(=O)OC2CCCCC2=O)c1 (centres undefined)	-12	-3	1.1	-0.07	29	1.6	0.7	6	1.1
Cc1cccc(NCN2C(=O)c3ccccc3C2=O)c1	12	-2	1.1	0.86	2	1.1	1	-1	0.9
COc1ccccc1NC(=O)c1c(NC(=O)c2ccco2)sc2c1CCC2	64*	-1	1.7	-0.7	18	1.1	0.8	2	0.4
CCOc1ccccc1NC(=O)NC1(C(=O)N2CCN3CCCC3C2)CCCCC1 (centres undefined)	-7	2	2.1*	-0.4	30	1.2	0.7	2	1.1

Grouped by structure, the compounds so far containing a thiophene ring, fused or not.
SMILES	CYP2C9 inh	Mac1 fbg enh	PLAP act	PTK2B oligo ant	CYP2C19 inh	MT1-MMP txn act	CYP2C19 activ	Mac1 fbg inh	CYP2C9 act
CCOC(=O)C1=C(C)NC(=O)NC1c1cc(C)sc1C (centres undefined)	0	5	0.9	-1.3	7	1	0.9	-15	1
O=C(O)CSc1nnc(-c2cccs2)n1-c1ccc(Cl)cc1	4	-3	0.8	0.57	2	1.1	1	9	1
CCn1c2ccccc2c2cc(NC(=O)C3CCN(S(=O)(=O)c4cccs4)CC3)ccc21	24	-2	1.4	-1	22	/	0.8	2	0.8
CCC(C)(C(=O)NC1CCCCC1)N(Cc1cccs1)C(=O)Cc1cccs1 (centres undefined)	32	3	1	-2.6	23	1	0.8	-4	0.7
COc1ccccc1NC(=O)c1c(NC(=O)c2ccco2)sc2c1CCC2	64*	-1	1.7	-0.7	18	1.1	0.8	2	0.4

Further results follow.
SMILES	CYP2C9 inh	Mac1 fbg enh	PLAP act	PTK2B oligo ant	CYP2C19 inh	MT1-MMP txn act	CYP2C19 activ	Mac1 fbg inh	CYP2C9 act
COC(=O)c1ccccc1N1C(=O)C2C(C1=O)C1C=CC2C12CC2 (centres undefined)	0	1	0.9	0.65	14	/	0.9	7	1
O=C(Nc1ccc(O)cc1)c1cc(S(=O)(=O)N2CCCC2)ccc1Cl	30	-1	1	0.08	0	1.2	1	15	0.7
COC(=O)c1ccccc1NC(=O)CN1CCN(C23CC4CC(CC(C4)C2)C3)CC1	53*	-4	1.7	0.92	33	1	0.7	-1	0.5
COCCCn1c(SCc2ccc(OC)cc2)nc2cc(OC)c(OC)cc2c1=N	72*	/	1.2	-0.5	55*	/	0.5	/	0.3
O=C(NCCNC(=O)c1cccs1)c1ccco1	7	0	0.8	0.2	6	1.1	0.9	-39	0.9
COc1ccc(OC)c(-c2c[n+](=O)c3c(n2[O-])CCCC3)c1	-11	2	0.9	0.04	-20	1.1	1.2	-7	1.1
CC(=O)CSc1nnc(NC(=O)CCc2ccccc2)s1	29	2	0.9	0.07	21	1.2	0.8	-8	0.7
COc1ccc(N(C)C2=NS(=O)(=O)c3ccccc32)cc1	41	3	1.6	0.87	72*	0.7	0.3	20	0.6
CCOC(=O)c1cccc(NC(=O)CSc2nnnn2C)c1	20	-7	0.9	0.28	7	1.1	0.9	-8	0.8
COC(=O)c1ccc2c(=O)n(CCCCCC(=O)NCc3ccccc3)c(=O)[nH]c2c1	51*	32	1	2.6	17	1.1	0.8	1	0.5
Cc1cc(OCC(=O)Nc2ccc(F)c(F)c2)nc(C(C)C)n1	17	-4	0.8	0.81	73*	/	0.3	-1	0.8
CCOc1ccc(C(=O)CN2CCN(S(=O)(=O)c3ccc(Br)cc3)CC2)cc1	8	-3	0.9	-0.11	36	/	0.6	-6	0.9
[O-][n+]1onc2c1CCc1c-2nc(-c2ccccc2)n1OCc1ccccc1	9	-3	0.9	0.45	4	1.1	1	-11	0.9
S=c1nc(C2CC2)[nH]c2ccccc12	4	/	1.1	2.5	-11	1	1.1	/	1
O=C(N/N=C1\CCCc2ccccc21)c1ccc([N+](=O)[O-])cc1Cl	-30	/	1	-0.13	11	0.9	0.9	/	1.3
CCN(CC)CC(=O)Nc1c(Br)ccc2c1OCO2	-4	0	0.8	-0.81	-2	1	1	-10	1
COC(=O)c1ccc(NC(=O)CCN2CCCCC2)cc1	0&-7	1&-5	1.1&0.9	0.07&0.93	7&-14	1.2	0.9&1.1	27&-1	1&1.1
C=CCNc1nc(SC)nc2ccsc12	-129	1	1	2.6	12	/	0.9	-25	2.3*
Cc1ccsc1C(=O)OCC(=O)N1CC(=O)Nc2ccccc21	-32	-2	1	-0.79	10	1.1	0.9	10	1.3
COCCn1c(C)cc(C2=NNC(=Nc3ccc(OC)cc3)SC2)c1C	19	81*	1.3	-0.39	17	1.9	0.8	23	0.8
Cc1ccccc1OCC(=O)NCCN1CCCC1	-6	-3	1.1	-0.18	-6	1.1	1.1	-1	1.1
O=C(CN1CCN(CCC(=O)Nc2ccccc2F)CC1)Nc1ccc(Cl)cc1	46	-4	1.6	0.5	23	0.9	0.8	3	0.5
Cc1ccc2nc(-c3ccc(NC(=O)Cc4cccs4)cc3)[nH]c2c1	44	/	1	-0.44	3	/	1	/	0.6
COc1cc2c(cc1OC)C(c1ccccc1)N(C(=O)c1ccco1)CC2 (centres undefined)	82*	2	1.5	/	94*	1.2	0.1	8	0.2
COc1ccc(Cc2nc(-c3ccc(Br)o3)no2)cc1OC	65*	-2	1.6	/	88*	1.4	0.1	-2	0.4
Cc1cc(SCC(=O)N/N=C/c2ccc(O)c(O)c2O)c(C)cc1Br	15	66	2.2*	-0.11	10	/	0.9	-30	0.9
CCCn1c(SCC(=O)Nc2cccc(NC(C)=O)c2)nnc1C(C)C	5	-1	0.9	0.15	7	1.3	0.9	-16	0.9
